High-throughput results from PubChem.
Ba/F3 V617F tox: lowers viability of Ba/F3 cells expressing EpoR and JAK2V617F | AID 1446 | 220,000 compounds, 1.1% hits | inhibition, % at 5.6 µM | ATP luminescence;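 active = inhibition above the campaign mean plus 3 SD over all tested compounds, cut at about 24% in these data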;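 note: cytokine-independent growth of Ba/F3 cells driven by EpoR plus mutant JAK2; 0% = DMSO-treated cells and 100% = JAK inhibitor I control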
S1P4 ag: agonists of human S1P4 receptor | 220,000 compounds, 0.35% hits | O95977 | activation, % at 4.98 µM | AID 1509 | S1P4-expressing cell line, agonist reporter assay; in the data active = activation above about 11%;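 note: 0% = DMSO vehicle and 100% = reference agonist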
NPY-Y2 PAM-ag: human NPY-Y2 potentiation or agonism, primary screen | P49146 | cells expressing NPY-Y2, potentiator/agonist read-out | activation, % at 3.6 µM | 220,000 compounds, 0.45% hits | AID 1359; in the data active = activation above about 27%;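 note: cells stimulated with NPY near EC25 plus isoproterenol at EC100; 0% = vehicle plus submaximal agonist and 100% = vehicle plus saturating agonist; some results beyond the cut were filed as inactive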
Target sequence (P49146 whole entry, looked up): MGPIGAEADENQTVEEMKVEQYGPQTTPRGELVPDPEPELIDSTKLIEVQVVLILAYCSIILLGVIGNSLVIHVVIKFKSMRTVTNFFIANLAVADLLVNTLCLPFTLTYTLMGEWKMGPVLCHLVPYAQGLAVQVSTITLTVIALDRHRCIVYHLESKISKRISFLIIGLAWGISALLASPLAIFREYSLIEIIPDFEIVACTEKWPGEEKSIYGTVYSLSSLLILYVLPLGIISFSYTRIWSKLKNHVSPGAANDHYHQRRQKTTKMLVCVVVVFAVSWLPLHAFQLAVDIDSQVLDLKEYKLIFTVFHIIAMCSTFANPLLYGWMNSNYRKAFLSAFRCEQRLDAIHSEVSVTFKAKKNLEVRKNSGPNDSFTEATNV
S1P4 antag: blocks the human S1P4 receptor | O95977 | inhibition, % at 4.98 µM | S1P4-expressing cells, antagonist mode, reporter read-out | 220,000 compounds, 0.26% hits; in the data active = inhibition above about 29%;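 note: 0% = wells stimulated with agonist and 100% = vehicle wells without agonist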
p47phox inh: blocks human p47phox regulatory protein of NADPH oxidases | P14598 | p47phox/p22phox peptide binding, fluorescence polarization, 2 h | inhibition, % at 24.7 µM | 220,000 compounds, 0.53% hits | AID 1274;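 active = inhibition above about 30%, limit read from the data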;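 note: 0% = p47phox with labelled peptide and 100% = labelled peptide alone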
NPY-Y1 antag: NPY-Y1 (human) receptor antagonism; AID 1040; P25929; 200,000 compounds, 1% hits; inhibition, % at 3.6 µM; HEK293-CNG Y1 cells, membrane potential fluorescence; NPY at EC95, then isoproterenol;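 active = inhibition above the campaign mean inhibition of all tested compounds plus 3 SD, cut at about 20% in these data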;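 note: 0% = DMSO wells given NPY plus isoproterenol and 100% = isoproterenol alone without NPY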
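Test system – HEK293 Y1/CNG channel cell line · Also added – NPY agonist 25 nM, then isoproterenol 1 µM plus Ro 20-1724 25 µM · Compound dosing – one concentration, 3.6 µM, in 0.4% DMSO · Schedule – compound incubation 1 h at room temperature, readout 45 min post-stimulation · Technique – fluorescence, membrane potential probe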
CHOP inh: blocks CHOP induction under ER stress; CHO-K1 CHOP-promoter luciferase, tunicamycin-induced, 15-18 h; inhibition, % at 10 µM; 220,000 compounds, 3.8% hits; AID 2732;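 active = compounds that reduced the stress-induced luciferase reporter signal by more than about 70% of percent inhibition, limit read from the data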;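 note: 0% = tunicamycin plus vehicle and 100% = wells without tunicamycin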
NPY-Y1 PAM-ag: human NPY-Y1 potentiation or agonism, primary screen; 220,000 compounds, 0.37% hits; NPY-Y1 expressing cells, potentiator/agonist activation; activation, % at 3.6 µM; P25929; in the data active = activation above about 33%, passing the limit was not always enough;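 note: cells stimulated with NPY at EC10 then isoproterenol at EC100; 0% = low agonist plus stimulus and 100% = saturating agonist plus stimulus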
BaF3 tox: parental Ba/F3 viability inhibition as JAK2V617F counter-screen; CellTiter-Glo ATP luminescence; inhibition, % at 5.6 µM; 220,000 compounds, 1.1% hits;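 active = inhibition above a per-campaign cutoff, the mean inhibition of all tested compounds plus 3 SD, cut at about 27% in these data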;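 note: 0% = DMSO wells and 100% = JAK Inhibitor I control wells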
Numbers without * were called inactive; . = not tested or not shown.

Sequence of screens: Ba/F3 V617F tox	NPY-Y1 antag	NPY-Y2 PAM-ag	S1P4 antag	BaF3 tox	NPY-Y1 PAM-ag	p47phox inh	CHOP inh	S1P4 ag
O=C(Nc1ccc2c(c1)OCCO2)C1CCCN(c2ncccn2)C1 (centres undefined)
    -2.2	0.1	9.1	-5.4	6.4	-13.8	-12.8	1.5	-0.3
Cc1nn(-c2ccc(Cl)nn2)c(=O)c2ccccc12
    -1.9	2.7	-5.3	-5.8	3.2	-6.9	1.5	-4.0	1.6
Nc1cc(Br)c(N)c(Br)c1
    -1.7	1.5	-0.5	-30.3	6.2	23.1	-9.4	-23.2	0.5
Oc1ccccc1C1=NOC(O)(C(F)F)C1 (centres undefined)
    0.3	6.4	-5.2	2.0	2.4	-12.0	-2.8	-38.9	-1.9
CCCN(CCC)CCNC(=O)C(NS(=O)(=O)c1ccc2c(c1)CCC(=O)N2)c1ccccc1 (centres undefined)
    0.5	7.1	-27.4	-3.9	5.8	5.2	-1.8	-31.3	0.4
CCCOC(=O)c1c(NC(=O)CCC(=O)O)sc2c1CCCCC2
    2.2	-1.5	-8.4	8.8	9.4	-10.2	-8.8	-0.9	-0.8
Cc1sc(NC(=O)COc2ccccc2)c(C#N)c1C
    -1.4	1.4	-16.9	6.0	1.0	-8.7	6.0	-29.2	-1.0
C/C(=N\OC(=O)NC(C)C)c1sc(-c2ccc(Cl)cc2)nc1C
    4.4	4.3	-9.4	-3.2	6.2	-4.0	-0.7	23.5	2.6
CC1CC(=O)Nc2ccc([N+](=O)[O-])cc2N1C (centres undefined)
    -1.4	5.5	-8.8	-1.8	1.6	-5.6	0.7	9.0	0.8
Cn1c(O)c(/C=C2\C=Nc3ccccc32)sc1=Nc1ccc(C(=O)O)cc1
    -6.0	.	12.7	10.1	1.9	4.8	-27.3	15.7	4.1
COc1ccc(C(=O)/C=C/Nc2ccc([N+](=O)[O-])cc2C)c(OC)c1
    -3.3	-2.4	8.3	-4.5	-0.6	-10.9	-21.1	4.1	0.8
COc1ccccc1-n1cc(C(=O)NCC(=O)NCc2ccc(F)cc2)c2ccccc2c1=O
    0.9	1.3	-1.0	-3.8	5.4	4.8	1.4	5.3	0.2
Cc1cc(C(C)(C)C)cc(S(=O)(=O)Nc2ccc(O)c(C(=O)O)c2)c1C
    3.6	-1.4	8.3	-3.1	4.1	-5.7	-12.4	20.6	-0.8
COC(=O)CCCNS(=O)(=O)c1ccc2ccccc2c1
    -2.9	7.9	-24.8	-5.5	0.9	-22.8	-4.1	5.5	2.5
CCCOc1ccc(-c2cn3ccccc3n2)cc1
    1.4	11.5	4.1	3.9	10.1	-14.3	-1.5	16.9	1.8

The final seven compounds of the part above open the next one.
Sequence of screens: Ba/F3 V617F tox	NPY-Y1 antag	NPY-Y2 PAM-ag	S1P4 antag	BaF3 tox	NPY-Y1 PAM-ag	p47phox inh	CHOP inh	S1P4 ag
CC1CC(=O)Nc2ccc([N+](=O)[O-])cc2N1C (centres undefined)
    -1.4	5.5	-8.8	-1.8	1.6	-5.6	0.7	9.0	0.8
Cn1c(O)c(/C=C2\C=Nc3ccccc32)sc1=Nc1ccc(C(=O)O)cc1
    -6.0	.	12.7	10.1	1.9	4.8	-27.3	15.7	4.1
COc1ccc(C(=O)/C=C/Nc2ccc([N+](=O)[O-])cc2C)c(OC)c1
    -3.3	-2.4	8.3	-4.5	-0.6	-10.9	-21.1	4.1	0.8
COc1ccccc1-n1cc(C(=O)NCC(=O)NCc2ccc(F)cc2)c2ccccc2c1=O
    0.9	1.3	-1.0	-3.8	5.4	4.8	1.4	5.3	0.2
Cc1cc(C(C)(C)C)cc(S(=O)(=O)Nc2ccc(O)c(C(=O)O)c2)c1C
    3.6	-1.4	8.3	-3.1	4.1	-5.7	-12.4	20.6	-0.8
COC(=O)CCCNS(=O)(=O)c1ccc2ccccc2c1
    -2.9	7.9	-24.8	-5.5	0.9	-22.8	-4.1	5.5	2.5
CCCOc1ccc(-c2cn3ccccc3n2)cc1
    1.4	11.5	4.1	3.9	10.1	-14.3	-1.5	16.9	1.8
COc1ccccc1-c1nc(NC(C)=O)n[nH]1
    0.7	-2.1	-6.7	-10.5	4.5	-2.6	-9.1	-6.8	1.5
CCCc1nnc2c(N(C)S(=O)(=O)c3ccc(C)cc3)nc3ccccc3n12
    -1.4	2.5	-0.8	-12.5	6.5	-3.2	-7.5	40.6	0.6
Cc1ccsc1/C=N/N1CCN(c2ccccc2)CC1
    -3.6	0.5	-0.2	-0.9	-1.0	-2.4	-23.4	-46.5	-0.7
S=C(NCC1COc2ccccc2O1)Nc1ccc(Br)cc1 (centres undefined)
    -1.5	2.6	-15.0	2.2	7.0	-11.3	-9.4	81.2*	0.6
CC1CC(C)CN(CCC(=O)Nc2cccc(Cl)c2)C1 (centres undefined)
    2.3	1.3	11.0	17.3	5.8	-4.9	0.6	-3.0	2.0
COc1ccc2c(c1)C(C1=C(O)CC(C)(C)CC1=O)C1=C(CC(C)(C)CC1=O)O2 (centres undefined)
    6.1	0.0	-2.5	-0.7	7.6	-8.6	-4.8	-1.6	-0.4
CCCCN(Cc1cc2ccccc2[nH]c1=O)S(C)(=O)=O
    -5.3	-4.0	1.7	-8.9	3.0	-12.6	-3.6	7.7	0.3
CCOC(=O)CSc1ncc(OC)c(Sc2ccc(Cl)cc2)n1
    -0.4	14.0	-18.7	-4.3	3.1	-34.1	-0.4	51.9	-1.6
NC(=O)CC(O)c1cccc(Cl)c1 (centres undefined)
    -2.1	-2.0	-3.2	0.6	8.7	4.2	-12.9	26.1	-0.6
COc1cccc(C(=O)C2CCCN(Cc3cn(C)nc3-c3ccccc3)C2)c1 (centres undefined)
    2.1	3.9	-11.9	-4.4	4.2	-10.9	2.9	21.0	1.2
O=C1c2ccccc2-c2ccc(C(=O)N3CCCCC3)cc21
    -4.3	-4.6	-10.7	3.1	0.0	-4.8	7.2	-7.3	0.4
COC(=O)CCCC[C@@H]1SC[C@@H](NC(=O)OC)[C@@H]1NC(=O)OC
    -4.8	-0.7	-1.0	-1.3	0.4	-8.2	-14.2	11.4	2.4

An unsorted share of the library, and some 7.1% of all compounds hit somewhere here.
